# Bioassay records from PubChem.
# RGS8-Gao: modulates binding of RGS8 to human Galphao; P09471; multiplexed bead flow cytometry; actives lie on both sides; response (percent of control binding), % at 10 µM; hit rate 0.34% among 220,000; in the data active = response below about 60% or above about 140%; inactive = in between;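 note: Galphao activated as the GDP aluminium fluoride complex binding bead-coupled RGS8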
# Bcl-B Bim block: human Bim-Bcl-B interaction inhibition; bead-based flow cytometry, Bim peptide-Bcl-B binding; Q9HD36; inhibition, % at 10 µM; hit rate 0.073% among 190,000;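 note: 0% = tracer peptide without compound and 100% = reference inhibitor peptide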
# Target sequence (Q9HD36 whole entry, looked up): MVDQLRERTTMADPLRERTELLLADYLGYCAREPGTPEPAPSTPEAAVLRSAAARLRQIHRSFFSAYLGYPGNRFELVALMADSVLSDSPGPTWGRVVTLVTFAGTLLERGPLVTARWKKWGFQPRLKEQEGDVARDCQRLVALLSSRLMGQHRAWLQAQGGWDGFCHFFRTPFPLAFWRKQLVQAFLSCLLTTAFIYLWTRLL
# ABCG2 inh: inhibitors of human ABCG2 transporter, ABCB1 counter-screen. IgMXP3 cells, JC-1 efflux, flow cytometry. inhibition, % at 6.6 µM. Q9UNQ0. hit rate 0.1% among 190,000. AID 1325;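 active = inhibition above 80%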;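 note: 0% = DMSO and 100% = nicardipine control wells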
#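 Test system: IgMXP3 (ABCG2) plus far-red-tagged CCRF-Adr (ABCB1) cells. Reagent: JC-1 dye as substrate. Timing: 10 min exposure at 25 °C with rotation, no wash. Measured by: flow cytometric JC-1 green MFI at 530 nm. Read-out: percent efflux inhibition, scaled nicardipine 100% to DMSO 0%. Control set: nicardipine and DMSO wells.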
# GSH bead fluor: GSH bead compound fluorescence profile. GSH beads flow cytometry, compound fluorescence 488/530 nm; active compounds read high. fluorescence (KMESF) at 10 µM. hit rate 0.25% among 190,000. AID 1776; in the data active = fluorescence above about 89;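 note: glutathione beads carrying GST-tagged Bcl family fusion proteins plus one bare bead set; values are compound well signal with DMSO vehicle wells as background; inactives centre near 16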
# ABCB1 inh: blocks JC-1 efflux by human ABCB1 transporter. P08183. CCRF-Adr cells, flow cytometry. inhibition, % at 6.6 µM. hit rate 0.067% among 190,000. AID 1326; in the data active = inhibition above about 40%;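 note: 0% = vehicle and 100% = reference inhibitor; higher value means more JC-1 retained so stronger ABCB1 efflux block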
# Bim-Bcl-2: human Bim-Bcl-2 interaction inhibition | P10415 | Bead-based flow cytometry, Bim peptide-Bcl-2 binding | inhibition, % at 10 µM | hit rate 0.06% among 190,000 | AID 950; in the data active = inhibition above about 40%; inconclusive = no clear call, values can overlap the other calls;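 note: 0% = no compound wells with probe peptide and 100% = reference peptide inhibitor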
# Target sequence (P10415 whole entry, looked up): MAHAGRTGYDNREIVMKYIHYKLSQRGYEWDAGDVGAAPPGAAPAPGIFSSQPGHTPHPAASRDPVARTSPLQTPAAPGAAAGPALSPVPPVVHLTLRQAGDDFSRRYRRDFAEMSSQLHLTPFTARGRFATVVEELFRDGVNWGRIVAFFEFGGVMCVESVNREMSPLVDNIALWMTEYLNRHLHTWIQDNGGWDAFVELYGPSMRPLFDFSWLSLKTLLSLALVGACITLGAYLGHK
# Bim-Bcl-XL: inhibitors of Bim-Bcl-XL interaction, human. Q07817. Bim peptide-Bcl-XL binding, bead flow cytometry, fluorescence. inhibition, % at 10 µM. hit rate 0.04% among 190,000. AID 1007
# Target sequence (Q07817 whole entry, looked up): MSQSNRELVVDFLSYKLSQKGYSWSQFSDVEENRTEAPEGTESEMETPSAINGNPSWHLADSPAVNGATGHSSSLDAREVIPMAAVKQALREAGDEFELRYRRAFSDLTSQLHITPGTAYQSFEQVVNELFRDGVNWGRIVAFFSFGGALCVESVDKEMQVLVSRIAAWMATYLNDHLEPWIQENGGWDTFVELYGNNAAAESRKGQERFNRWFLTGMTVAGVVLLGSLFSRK
# Bcl-W Bim block: human Bim-Bcl-W interaction inhibition. hit rate 0.02% among 190,000. AID 952. Q92843. inhibition, % at 10 µM. bead-based flow cytometry, Bim peptide-Bcl-W binding;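 note: 0% = bound tracer without compound and 100% = peptide blocker; higher means less fluorescent Bim peptide bound to Bcl-W beads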
# Target sequence (Q92843 whole entry, looked up): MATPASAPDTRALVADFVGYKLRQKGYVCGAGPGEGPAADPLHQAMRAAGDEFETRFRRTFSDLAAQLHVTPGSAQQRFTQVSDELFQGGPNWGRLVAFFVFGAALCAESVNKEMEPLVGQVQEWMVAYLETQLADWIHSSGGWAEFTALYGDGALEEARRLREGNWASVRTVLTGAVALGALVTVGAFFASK
# RGS4-Gao reg: modulates binding of RGS4 to human Galphao; Multiplexed bead flow cytometry; actives lie on both sides; binding response (% of control), % at 10 µM; hit rate 0.33% among 220,000; in the data active = binding response below about 49% or above about 150%; inactive = in between;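 note: fluorescent Galphao activated with aluminum fluoride binding bead-coupled RGS4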
# RGS7-Gao reg: human RGS7-Galphao interaction regulation | P09471 | Multiplexed bead flow cytometry, RGS7-Galphao binding; actives lie on both sides | binding response (% of control), % at 10 µM | hit rate 0.35% among 220,000 | AID 1439; in the data active = binding response below about 49% or above about 150%; inconclusive = no clear call, values can overlap the other calls; inactive = in between;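 note: fluorescent Galphao held in activated GDP-AlF4 state binding bead-coupled RGS7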
# Bim-Bfl-1: inhibitors of Bim-Bfl-1 interaction, human; Q16548; Bead-based flow cytometry, Bim-Bfl-1 binding inhibition; inhibition, % at 10 µM; hit rate 0.12% among 190,000; AID 1008;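 note: 0% = wells without compound plus tracer and 100% = blocker peptide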
# Numbers without * were called inactive; ? = inconclusive; · = not tested or not shown. Cut-off read from the data, not from the text of the source, unless noted: active = inhibition above about 40%.
SMILES,RGS8-Gao,Bcl-B Bim block,ABCG2 inh,GSH bead fluor,ABCB1 inh,Bim-Bcl-2,Bim-Bcl-XL,Bcl-W Bim block,RGS4-Gao reg,RGS7-Gao reg,Bim-Bfl-1
C=CCOC(=O)C1=C(C)NC(=O)NC1c1ccc(Cl)cc1 (configuration not stated),101,-2,2,14,1.1,-3,0,0,102,102,-7
Fc1ccc(C[n+]2csc3ccccc32)cc1,77,-7,3,14,0.9,1,-2,1,98,101,5
COc1ccc(NC(=O)c2ccc(Br)o2)c([N+](=O)[O-])c1,101,-6,10,34,0.1,-3,3,-1,103,105,-9
COc1ccccc1NC(=O)CSc1nnnn1-c1ccc2c(c1)OCO2,104,-6,4,50,0.5,-7,-15,-3,99,113,-8
CCN(CC)CC(O)Cn1c2ccccc2c2ccccc21 (configuration not stated),105,-11,10,28,2.0,-11,-10,-6,106,106,-22
CC1CCN(C(=O)CSc2ccc(-c3ccc(F)cc3)nn2)CC1,100,-4,8,54,0.7,-4,-5,3,106,102,-9
COc1ccc(C2CC(=O)OC3=C2C(=O)CC(C)(C)C3)c(OC)c1 (configuration not stated),106,-3,2,11,0.6,-3,-2,-1,103,102,-6
CC(=O)Nc1ccc(S(=O)(=O)NC(CC(=O)O)c2ccc(OC(C)C)cc2)cc1 (configuration not stated),106,0,-5,18,-0.4,9,3,1,101,103,2
Cc1ccc(CN(C(=O)c2csnn2)C(C(=O)NC2CCCC2)c2ccc(C)o2)cc1 (configuration not stated),74,-5,10,14,1.9,0,-6,-3,94,94,-2
CCOc1ccc(N=Cc2c(O)cc(C)oc2=O)cc1,86,-1,-1,24,-0.1,1,2,-1,98,95,-2
CCCCC(=O)NC(=S)Nc1cc([N+](=O)[O-])ccc1OC,102,-5,48,9,2.3,-10,-6,-3,103,106,-9
COc1ccc(Nc2nc(N)nc(CSCCO)n2)cc1,97,-5,4,51,0.9,-10,-6,1,99,102,-11
CCn1c(SCC(=O)NCc2ccccc2)nc2c(c1=O)SC(C)C2 (configuration not stated),102,-1,2,18,0.8,-5,-6,2,101,99,-11
Cc1ccc(NC(=O)CSc2nnc(-c3cnccn3)n2Cc2ccco2)cc1,98,-9,2,47,1.0,-9,-3,0,94,92,-10
O=C(NC1CCCCC1)C(=S)NCc1ccccc1,102,-2,6,16,1.0,-5,-3,-1,102,?,-6

# Part of the list above, with two lines to a compound.
# Each structure is followed by: RGS8-Gao, Bcl-B Bim block, ABCG2 inh, GSH bead fluor, ABCB1 inh, Bim-Bcl-2, Bim-Bcl-XL, Bcl-W Bim block, RGS4-Gao reg, RGS7-Gao reg, Bim-Bfl-1
> CCN(CC)CC(O)Cn1c2ccccc2c2ccccc21 (configuration not stated)
  105, -11, 10, 28, 2.0, -11, -10, -6, 106, 106, -22
> CC1CCN(C(=O)CSc2ccc(-c3ccc(F)cc3)nn2)CC1
  100, -4, 8, 54, 0.7, -4, -5, 3, 106, 102, -9
> COc1ccc(C2CC(=O)OC3=C2C(=O)CC(C)(C)C3)c(OC)c1 (configuration not stated)
  106, -3, 2, 11, 0.6, -3, -2, -1, 103, 102, -6
> CC(=O)Nc1ccc(S(=O)(=O)NC(CC(=O)O)c2ccc(OC(C)C)cc2)cc1 (configuration not stated)
  106, 0, -5, 18, -0.4, 9, 3, 1, 101, 103, 2
> Cc1ccc(CN(C(=O)c2csnn2)C(C(=O)NC2CCCC2)c2ccc(C)o2)cc1 (configuration not stated)
  74, -5, 10, 14, 1.9, 0, -6, -3, 94, 94, -2
> CCOc1ccc(N=Cc2c(O)cc(C)oc2=O)cc1
  86, -1, -1, 24, -0.1, 1, 2, -1, 98, 95, -2
> CCCCC(=O)NC(=S)Nc1cc([N+](=O)[O-])ccc1OC
  102, -5, 48, 9, 2.3, -10, -6, -3, 103, 106, -9
> COc1ccc(Nc2nc(N)nc(CSCCO)n2)cc1
  97, -5, 4, 51, 0.9, -10, -6, 1, 99, 102, -11
> CCn1c(SCC(=O)NCc2ccccc2)nc2c(c1=O)SC(C)C2 (configuration not stated)
  102, -1, 2, 18, 0.8, -5, -6, 2, 101, 99, -11
> Cc1ccc(NC(=O)CSc2nnc(-c3cnccn3)n2Cc2ccco2)cc1
  98, -9, 2, 47, 1.0, -9, -3, 0, 94, 92, -10
> O=C(NC1CCCCC1)C(=S)NCc1ccccc1
  102, -2, 6, 16, 1.0, -5, -3, -1, 102, ?, -6

# The list goes on.
SMILES,RGS8-Gao,Bcl-B Bim block,ABCG2 inh,GSH bead fluor,ABCB1 inh,Bim-Bcl-2,Bim-Bcl-XL,Bcl-W Bim block,RGS4-Gao reg,RGS7-Gao reg,Bim-Bfl-1
COC(=O)c1c(O)cc(C(C)(C)C)n(-c2ccccc2)c1=O,100,-4,3,9,0.8,1,-4,-1,98,99,0
CCOC(=O)C1(CCc2ccccc2)CCN(C(=O)c2cnc(C)cn2)CC1,103,-4,1,9,0.4,-7,0,0,102,102,-6
N#Cc1cc2c(nc1SCC(O)CS(=O)(=O)Cc1ccccc1)CCCC2 (configuration not stated),98,-5,23,21,2.2,-4,-1,3,102,102,-12
CC(NC(=O)NC1CCCCC1)C(c1cccs1)N1CCOCC1 (configuration not stated),102,-5,1,20,0.6,-10,-5,-2,100,103,-12
O=C(Cn1nnc(-c2cccs2)n1)NCc1cccs1,101,-3,1,13,0.4,-2,-1,0,101,100,0
N#Cc1ccc2c(c1)nc1ccccn12,101,5,42,12,-1.9,-5,1,1,106,110,2
COC(C(=O)Nc1ccc(C(N)=O)cc1)c1ccccc1 (configuration not stated),106,-5,0,23,0.0,-8,-6,-2,107,106,-12
COc1ccc(-n2nnnc2-c2cnc(N3CCCC3)nc2C(F)(F)F)cc1,91,1,5,5,1.7,0,0,1,84,86,0
CCn1cc(C2Nc3ccccc3C(=O)N2O)c(C)n1 (configuration not stated),103,-10,6,31,0.4,-8,-10,0,103,106,-8
Clc1ccc(SCCCCn2cncn2)cc1,99,-7,-6,23,-1.2,-9,-5,-4,89,106,-6
O=C(COC(=O)C1CC2C=CC1C2)NCc1ccc(F)cc1 (configuration not stated),100,-11,1,19,0.2,-7,-15,-11,97,99,-3
CCO[C@@H]1OC(C(=O)O)=C[C@H](C)[C@H]1CCCO,106,-1,3,16,0.5,1,0,-1,101,104,-4
C=CCN(Cc1cccc(OC)c1OC)S(=O)(=O)N(C)C,88,-1,0,17,0.1,-2,-3,0,92,92,-1
CCCCC(=O)N=c1sc2cc(S(C)(=O)=O)ccc2n1C,96,-6,0,5,0.0,-3,-2,0,92,92,-15
CCN(CC)c1ccc(/C=N/NC(=O)CNC(=O)c2ccccn2)cc1,98,4,3,13,0.5,3,2,-1,100,105,3
CCOC(=O)CSc1ncc(-c2cccc(Cl)c2)cn1,101,-9,12,24,0.8,-13,-7,0,99,100,-19
Cc1nnc(Sc2nc3c(c(=O)n(C)c(=O)n3C)n2Cc2ccc(Cl)cc2)s1,98,-4,12,24,3.9,1,-2,-3,100,98,0
COc1ccc([N+](=O)[O-])cc1NC(=O)c1ccccc1N(C)S(C)(=O)=O,101,-2,7,15,6.3,-3,0,0,100,97,-6
CCn1c(SCc2nc(-c3ccc(Cl)cc3)no2)nnc1-c1ccco1,101,-4,0,19,-0.4,-1,0,2,101,103,-2
Cc1cccc(OCCCN2C(=O)C(=O)c3cc(C)ccc32)c1,101,-5,5,10,1.0,0,0,-1,100,95,-6
COc1ccc(CN(Cc2ccc(C(=O)O)cc2)C(=S)Nc2cccc(C)c2)cc1OC,101,-7,1,22,0.6,-1,-6,-1,98,97,-2
Cc1nnc(SCc2nnc(-c3cccs3)o2)n1C1CCCCC1,98,-3,7,27,1.4,0,2,2,95,97,-3
CCCCN=C(N)/C(C(=O)OCC)=C(\O)c1ccc(OC)cc1,101,-6,47,25,2.1,-6,-7,-1,102,101,-19
CCS(=O)(=O)N1CCCC(C(=O)NCCCN(C)Cc2ccccc2)C1 (configuration not stated),97,-7,1,10,0.5,-2,-1,5,100,100,-9
O=C(O)CCC(=O)OCC1CCCCC1,103,-1,0,11,0.1,0,-1,0,102,106,-2
COc1cccc(C2c3[nH]c4ccccc4c3CCN2Cc2ncc[nH]2)c1 (configuration not stated),99,-1,3,49,0.1,-8,-3,-1,96,95,-11
COc1ccc(CN2CC(C(=O)NCCCN3CCN(Cc4ccccc4)CC3)CC2=O)cc1 (configuration not stated),109,-9,4,27,0.5,-2,-8,-3,112,104,-1
CC(C)(C)C(=O)OCCNc1nc(-c2ccccc2)nc2ccccc12,100,-12,23,16,2.2,-17,-7,-2,104,100,-9
COc1ccc(-c2nn(-c3ccccc3)cc2C(=O)Nc2nccs2)cc1,91,-7,-1,3,-0.1,-4,-2,-2,95,100,-6
CC(=O)OCc1nc2ccccc2s1,102,-6,2,14,0.1,-2,-2,-2,100,101,-4
CCOC(=O)c1nc2nc(-c3cccs3)cc(C(F)(F)F)n2n1,101,-2,2,3,0.0,4,1,0,106,102,5
S=C(NC1CC1)N1CCN(c2ccc(Cl)cc2)CC1,97,-1,4,14,0.6,-3,-1,0,100,97,-3
O=C(O)c1cnc(N2CCOCC2)nc1,102,-2,6,13,1.0,-1,-1,-2,101,?,2
CC12CCC(C(=O)Nc3cccc(NC(=O)C45CCC(C)(C(=O)O4)C5(C)C)n3)(OC1=O)C2(C)C,96,1,3,21,2.2,0,0,0,96,93,-1
O=c1c(C=NCc2cccnc2)c(C(F)(F)F)[nH]n1-c1nc2ccccc2s1,89,0,16,63,2.3,-1,0,-1,98,96,2
O=C(CN(C(=O)CCC(=O)Nc1nccs1)c1ccccc1F)NCC1CCCO1 (configuration not stated),101,-5,1,33,0.2,-15,-11,0,103,103,-13
O=C1CCC(=O)N1CCc1c[nH]c2ccccc12,104,0,0,11,0.1,-4,0,-1,102,100,-2
CC1(C)CN(c2ccccc2)N(C(=O)c2ccc(C#N)cc2)C1=O,107,0,3,18,0.6,-2,0,-1,101,98,-1
O=C(CCCc1nc(-c2ccc(Cl)cc2)no1)N1CCOCC1,98,-4,20,25,0.4,-13,-3,1,103,98,-16
COCc1nc2sc(C)c(C)c2c(=O)[nH]1,100,-7,10,13,-0.1,-2,-4,-6,100,99,-4
Cc1cc(/C=N/n2cnnc2)c(O)c([N+](=O)[O-])c1,100,-3,15,12,-0.4,1,-1,-1,100,99,-3
COCC(=O)Nc1nnc(Cc2ccc(OC)cc2)s1,102,-11,0,24,0.1,·,-16,-1,103,99,-3
O=C(NCc1ccco1)c1cccc(NC(=O)c2ccccc2)c1,106,-5,4,36,0.4,-5,3,1,102,95,-7
